Insulin prom inh = inhibitors of insulin promoter-driven GFP, primary screen, imaging, TRM-6 cells (human fetal islet line), eGFP reporter, cell count. reporter expression induced with tamoxifen. inhibition, % at 2 µM. 0.9% of 130,000 active;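 active means inhibition above the mean plus 3 SD, with well images judged a real hit on visual review, cut at about 60% in these data, passing the limit was not always enough; inconclusive means inhibition over the cutoff but images rejected on review; inactive means inhibition not above the cutoff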
SDO1 yeast rescue = growth rescue of sdo1-depleted yeast, primary screen, S. cerevisiae, bone marrow failure model; S. cerevisiae sdo1-depleted JHY4D growth rescue, OD600 30 h; stronger effect = higher value; pdr5 snq2 efflux-pump mutant strain; z-score at 10 µM; 0.21% of 140,000 active;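 active means z-score above 3 at both the 24 hr and the 30 hr optical density reads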;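 further: z-score against mean and SD of all compound wells on the same plate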
SDO1 yeast rescue Rescue 24 h = second read-out of SDO1 yeast rescue, no call of its own (marks repeat the call); z-score; S. cerevisiae sdo1-depleted JHY4D growth rescue, OD600; measured here: growth rescue at 24 h;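 0 is the plate mean of compound wells and units are plate SD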
An asterisk follows results filed as active. Hits appear at their usual frequency; about 0.99% have a hit in one of these screens.

Screening CCOc1ccc(N(CC(=O)NC2CCCC(C)C2C)S(=O)(=O)c2c(C)noc2C)cc1 (stereo unspecified) returned SDO1 yeast rescue -1.15 and SDO1 yeast rescue Rescue 24 h 0.41.
For COc1ccc(S(=O)(=O)Nc2nnc(C(C)C)s2)cc1 the results were Insulin prom inh -50.0, SDO1 yeast rescue 0.2 and SDO1 yeast rescue Rescue 24 h -0.83.
Screening C=CCO/N=C(/C)c1c(O)c(CC)c(-c2ccccc2)n(-c2ccccc2)c1=O returned Insulin prom inh 25.6, SDO1 yeast rescue -0.79 and SDO1 yeast rescue Rescue 24 h -0.99.
Screening Cc1ccc(Cl)cc1Nc1nc(-c2sc(NC(=O)c3ccccc3)nc2C)cs1 returned Insulin prom inh 27.0, SDO1 yeast rescue -0.34 and SDO1 yeast rescue Rescue 24 h 1.44.
`COC(=O)CSc1nc2sc(C)c(C)c2c(=O)n1C` gave Insulin prom inh -8.3, SDO1 yeast rescue -1.31 and SDO1 yeast rescue Rescue 24 h -1.75.
For O=C(CNC(=O)c1cccs1)N/N=C/c1c[nH]c2ccccc12 the results were Insulin prom inh 21.4.
CC(=O)Oc1c2occc2cc2ccc(=O)oc12 was read as Insulin prom inh 21.4, SDO1 yeast rescue -0.68 and SDO1 yeast rescue Rescue 24 h -0.81.
Screening O=c1c2oc3ccccc3c2[nH]c(=S)n1-c1ccc(F)cc1 returned Insulin prom inh 0.0.
For O=C(Nc1nc(-c2cccs2)c(C(=O)C(F)(F)F)s1)c1ccccc1 the results were Insulin prom inh 9.5, SDO1 yeast rescue -1.07 and SDO1 yeast rescue Rescue 24 h -0.04.
Screening Nc1nc(CN2CCN(Cc3ccccc3)CC2)nc(Nc2ccccc2)n1 returned Insulin prom inh 55.6, SDO1 yeast rescue 0.19 and SDO1 yeast rescue Rescue 24 h 0.25.
Screening O=C(Nc1nnc(SCC(=O)N2CCCCC2)s1)c1cccs1 returned Insulin prom inh -62.5, SDO1 yeast rescue 0.25 and SDO1 yeast rescue Rescue 24 h -0.28.
`COC(=O)c1nnn(CC(=O)Nc2cccc(Cl)c2C)c1C(=O)OC` gave Insulin prom inh -3.5, SDO1 yeast rescue 0.54 and SDO1 yeast rescue Rescue 24 h 0.54.
Screening Cc1cccc(N(C)C(=O)c2cc3cc4ccc(C)cc4nc3o2)c1 returned Insulin prom inh 13.2, SDO1 yeast rescue -1.78 and SDO1 yeast rescue Rescue 24 h -0.9.
Cn1c(=O)c2c(nc(NCCCO)n2Cc2cccc(C(F)(F)F)c2)n(C)c1=O was read as Insulin prom inh -211.1, SDO1 yeast rescue -0.47 and SDO1 yeast rescue Rescue 24 h -1.38.
S=C(Nc1cccc(Br)c1)N1CCn2cccc2C1c1cccnc1 (stereo unspecified) was read as Insulin prom inh -25.0.
For O=C1C(Cl)=C(Nc2ccccc2)C(=O)c2ccccc21 the results were Insulin prom inh -385.7, SDO1 yeast rescue -0.13 and SDO1 yeast rescue Rescue 24 h 1.35.
`COC(=O)CSc1nc(N2CCCCC2)c2c(c1C#N)CCCC2` gave Insulin prom inh 6.9, SDO1 yeast rescue -1.32 and SDO1 yeast rescue Rescue 24 h -0.4.
COc1cccc(NC2=NC3(CCCCC3)N=C(N)N2)c1 was read as Insulin prom inh -12.5, SDO1 yeast rescue -0.69 and SDO1 yeast rescue Rescue 24 h -1.37.
Screening Cn1c(OCc2ccc3c(c2)OCO3)nc2c1c(=O)n(Cc1ccc(Cl)c(Cl)c1)c(=O)n2C returned Insulin prom inh 13.3, SDO1 yeast rescue -0.06 and SDO1 yeast rescue Rescue 24 h -0.59.
`Cc1cccc(NC(=S)N(CCc2nc3cc(C)c(C)cc3[nH]2)Cc2cccnc2)c1` gave Insulin prom inh -35.7, SDO1 yeast rescue -0.1 and SDO1 yeast rescue Rescue 24 h 0.75.
For CCOC(=O)Nc1ccc2c(c1)N(C(=O)CCN1CCN(CCO)CC1)c1ccccc1S2 the results were Insulin prom inh 89.2*.
Screening COc1ccccc1N1CCN(C(=O)CCn2c(=O)[nH]c3ccccc3c2=O)CC1 returned Insulin prom inh 23.3, SDO1 yeast rescue 0.48 and SDO1 yeast rescue Rescue 24 h -0.17.
Screening O=C(NCCCN1CCCC1=O)c1ccc2c(c1)NC(=O)C(N1CCOCC1)S2 (stereo unspecified) returned Insulin prom inh 50.0, SDO1 yeast rescue 0.03 and SDO1 yeast rescue Rescue 24 h -0.27.
For COc1ccccc1/C=N/NC(=O)Cn1cnc([N+](=O)[O-])n1 the results were Insulin prom inh 20.0.
Screening CCOc1cc2[nH]c(=O)n(CCc3ccc(OC)c(OC)c3)c(=O)c2cc1OCC returned SDO1 yeast rescue 1.47 and SDO1 yeast rescue Rescue 24 h 3.74.
For CC(O)Cn1nc([N+](=O)[O-])nc1N (stereo unspecified) the results were Insulin prom inh 16.7.
Screening c1ccc(Nc2cc(-c3ccccc3)nc3ncnn23)cc1 returned SDO1 yeast rescue -0.07 and SDO1 yeast rescue Rescue 24 h 0.42.
For CC(OC(=O)CCc1nc2ccccc2c(=O)[nH]1)C(=O)c1ccc(Br)cc1 (stereo unspecified) the results were Insulin prom inh 0.0, SDO1 yeast rescue -1.42 and SDO1 yeast rescue Rescue 24 h -1.69.
For CCOC(=O)c1cc2c(ccn2C)n1Cc1ccccc1C the results were SDO1 yeast rescue -1.04 and SDO1 yeast rescue Rescue 24 h -0.21.
O=C(CNC(=O)c1ccccc1)N/N=C/c1ccc([N+](=O)[O-])o1 was read as Insulin prom inh -89.7, SDO1 yeast rescue 0.48 and SDO1 yeast rescue Rescue 24 h 0.32.
For COc1ccc(C2CC(c3cccs3)=NN2S(=O)(=O)c2ccc(C)cc2)cc1 (stereo unspecified) the results were Insulin prom inh 11.1.
`O=C(Nc1nc2nccc(-c3ccccc3)n2n1)c1ccc(F)cc1` gave Insulin prom inh -23.1, SDO1 yeast rescue -0.77 and SDO1 yeast rescue Rescue 24 h -0.2.
`Cc1cc([N+](=O)[O-])ccc1NCc1cccc2ccccc12` gave Insulin prom inh 20.0.
Screening COC(=O)c1ccncc1C(=O)Nc1ccc(F)cc1 returned Insulin prom inh 7.1.
CC(C)(C)C(=O)c1sc(Nc2ccccc2)nc1N was read as Insulin prom inh 50.0, SDO1 yeast rescue -1.25 and SDO1 yeast rescue Rescue 24 h -1.18.
`CS(=O)(=O)Nc1ccc(C(=O)Nc2ccccc2C(=O)N2CCCC2)cc1` gave Insulin prom inh 17.8, SDO1 yeast rescue 0.66 and SDO1 yeast rescue Rescue 24 h 0.54.
`O=C(CCCOc1ccccc1)NCc1ccco1` gave Insulin prom inh 13.3, SDO1 yeast rescue 0.27 and SDO1 yeast rescue Rescue 24 h 0.09.
`O/N=C(\c1ccc(Cl)cc1)c1ncc(C(F)(F)F)cc1Cl` gave Insulin prom inh 22.6, SDO1 yeast rescue 0.09 and SDO1 yeast rescue Rescue 24 h 0.27.
For Cc1cccc(CN2CCN(C(=O)c3ccccc3F)CC2)c1 the results were Insulin prom inh 38.9, SDO1 yeast rescue 1.26 and SDO1 yeast rescue Rescue 24 h -0.18.
For N/C(=N\OC(=O)C12CC3CC(CC(C3)C1)C2)c1cccnc1 the results were SDO1 yeast rescue -1.74 and SDO1 yeast rescue Rescue 24 h -0.78.
For CCN1C(=O)/C(=C\N2CCN(c3ccc(F)cc3)CC2)SC1=S the results were Insulin prom inh -20.0, SDO1 yeast rescue -1.13 and SDO1 yeast rescue Rescue 24 h 0.14.
CCn1c(SCC(=O)N/N=C/c2ccc(C)o2)nnc1-c1ccccc1 was read as Insulin prom inh -9.7, SDO1 yeast rescue 0.93 and SDO1 yeast rescue Rescue 24 h 0.03.
For O=C(NCCCN=C1NS(=O)(=O)c2ccccc21)c1ccncc1 the results were Insulin prom inh 21.7, SDO1 yeast rescue 0.19 and SDO1 yeast rescue Rescue 24 h 0.42.
Screening Cc1cc(C2C(C#N)=C(N)SC(N)=C2C#N)c(C)s1 returned Insulin prom inh -184.6, SDO1 yeast rescue 0.28 and SDO1 yeast rescue Rescue 24 h -0.14.
Screening O=C1C2CCCCC2C(=O)N1c1cccc(OS(=O)(=O)c2ccccc2)c1 (stereo unspecified) returned Insulin prom inh 25.9, SDO1 yeast rescue -0.07 and SDO1 yeast rescue Rescue 24 h -0.21.
For CC(Oc1ccccc1F)c1ccnc2nc(/N=C/N(C)C)nn12 (stereo unspecified) the results were Insulin prom inh 46.1.
For CCc1ccc(OCC(=O)O/N=C(\N)Cc2ccc([N+](=O)[O-])cc2)cc1 the results were Insulin prom inh 33.3, SDO1 yeast rescue -0.83 and SDO1 yeast rescue Rescue 24 h -0.08.
CCc1nnc(NS(=O)(=O)c2ccc(NC(=S)NC(=O)c3ccc(F)cc3)cc2)s1 was read as Insulin prom inh 33.3, SDO1 yeast rescue 1.21 and SDO1 yeast rescue Rescue 24 h 0.11.
For COC(CNC(=O)c1cc(-c2ccncc2)nc2ccc(S(=O)(=O)N3CCOCC3)cc12)OC the results were Insulin prom inh 0.0.
For Fc1ccc(Br)cc1C1C=C(c2ccc(Br)s2)Nc2ncnn21 (stereo unspecified) the results were SDO1 yeast rescue -1.64 and SDO1 yeast rescue Rescue 24 h -1.12.
For CNC(=O)C(=O)Nc1c(C)cc(C)cc1C the results were Insulin prom inh -53.3, SDO1 yeast rescue 0.1 and SDO1 yeast rescue Rescue 24 h -0.17.
`c1csc(-c2csc3nc(CN4CCOCC4)nc(NCc4ccc5c(c4)OCO5)c23)c1` gave Insulin prom inh 28.6, SDO1 yeast rescue -1.79 and SDO1 yeast rescue Rescue 24 h -0.95.
CCc1cc2cc(C)c(C)cc2nc1SCC(=O)NNC(=O)c1ccco1 was read as Insulin prom inh 33.3, SDO1 yeast rescue -0.47 and SDO1 yeast rescue Rescue 24 h 0.03.
For COC(=O)c1ccc(NC(=O)C2CCCN2S(=O)(=O)c2ccc(OC)cc2)cc1 (stereo unspecified) the results were Insulin prom inh -14.3, SDO1 yeast rescue -0.7 and SDO1 yeast rescue Rescue 24 h -1.52.
`Cc1ccccc1-c1ccccc1N` gave SDO1 yeast rescue 0.17 and SDO1 yeast rescue Rescue 24 h -0.63.
Screening COc1cc(CNCCc2ccccc2)cc(Cl)c1OCc1ccccc1 returned Insulin prom inh -35.3.
Screening COc1cc(C2c3c(oc4ccccc4c3=O)C(=O)N2c2ccc(C)cn2)ccc1O (stereo unspecified) returned SDO1 yeast rescue -0.67 and SDO1 yeast rescue Rescue 24 h -1.1.
For CCN1CCN(CC(O)COc2ccc(C(C)=O)cc2)CC1 (stereo unspecified) the results were SDO1 yeast rescue 0.74 and SDO1 yeast rescue Rescue 24 h 0.42.
CCCc1cc(=O)oc2cc(OCC(=O)Nc3cc(C)on3)ccc12 was read as Insulin prom inh -7.1, SDO1 yeast rescue 0.46 and SDO1 yeast rescue Rescue 24 h 1.26.
`CC(C)C(=O)Nc1nnc(SCC(=O)NCC2CCCO2)s1` (stereo unspecified) gave Insulin prom inh 11.8.

Sorted by heavy-atom count (smallest number first): 5 of the compounds above.
CC(=O)Oc1c2occc2cc2ccc(=O)oc12 was read as Insulin prom inh 21.4, SDO1 yeast rescue -0.68 and SDO1 yeast rescue Rescue 24 h -0.81.
For CCOC(=O)c1cc2c(ccn2C)n1Cc1ccccc1C the results were SDO1 yeast rescue -1.04 and SDO1 yeast rescue Rescue 24 h -0.21.
Screening O=C(Nc1nnc(SCC(=O)N2CCCCC2)s1)c1cccs1 returned Insulin prom inh -62.5, SDO1 yeast rescue 0.25 and SDO1 yeast rescue Rescue 24 h -0.28.
Screening COc1ccccc1N1CCN(C(=O)CCn2c(=O)[nH]c3ccccc3c2=O)CC1 returned Insulin prom inh 23.3, SDO1 yeast rescue 0.48 and SDO1 yeast rescue Rescue 24 h -0.17.
`c1csc(-c2csc3nc(CN4CCOCC4)nc(NCc4ccc5c(c4)OCO5)c23)c1` gave Insulin prom inh 28.6, SDO1 yeast rescue -1.79 and SDO1 yeast rescue Rescue 24 h -0.95.

(listing goes on)
Screening O=C(Cc1cccs1)NCc1ccccc1 returned Insulin prom inh -103.2, SDO1 yeast rescue 0.82 and SDO1 yeast rescue Rescue 24 h 0.5.
CCOc1ccccc1NC(=O)NCc1ccc(F)cc1 was read as Insulin prom inh -10.0.
Screening CC(C)NC(=O)c1cnc(Sc2ncc(C(F)(F)F)cc2Cl)n1C returned Insulin prom inh 9.4, SDO1 yeast rescue -1.24 and SDO1 yeast rescue Rescue 24 h -0.94.
For CCC(=O)Nc1ccc2nc(C)n(CC(=O)Nc3ccccc3)c(=O)c2c1 the results were Insulin prom inh inconclusive, SDO1 yeast rescue -0.94 and SDO1 yeast rescue Rescue 24 h -0.32.
For CC(=O)c1cccc(NC(=O)COc2cc3oc(=O)c(CC(C)O)c(C)c3cc2Cl)c1 (stereo unspecified) the results were SDO1 yeast rescue -0.82 and SDO1 yeast rescue Rescue 24 h -1.31.
COc1ccc(NC(=O)CSCC(=O)N2c3ccccc3CCc3ccccc32)cc1 was read as Insulin prom inh -36.7, SDO1 yeast rescue -0.01 and SDO1 yeast rescue Rescue 24 h 0.55.
Cc1nc2ncnn2c(C)c1Cc1cccc(F)c1 was read as Insulin prom inh -25.7.
For COC(=O)CNC(=O)COC(=O)c1cc(F)c(F)cc1Cl the results were Insulin prom inh 21.7, SDO1 yeast rescue -0.18 and SDO1 yeast rescue Rescue 24 h -0.45.

Random excerpt: 2 entries already listed
For CCC(=O)Nc1ccc2nc(C)n(CC(=O)Nc3ccccc3)c(=O)c2c1 the results were Insulin prom inh inconclusive, SDO1 yeast rescue -0.94 and SDO1 yeast rescue Rescue 24 h -0.32.
COc1ccc(NC(=O)CSCC(=O)N2c3ccccc3CCc3ccccc32)cc1 was read as Insulin prom inh -36.7, SDO1 yeast rescue -0.01 and SDO1 yeast rescue Rescue 24 h 0.55.

Source: PubChem BioAssay (several laboratories)
